# S1P3 antag: S1P3 (human) receptor antagonism | inhibition, % at 4.98 µM | actives 0.27% (n = 170,000) | CHO S1P3 NFAT-BLA reporter, FRET fluorescence, antagonist mode;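 active = inhibition above the plate cutoff, the mean inhibition of test wells on that plate plus 3 SD, cut at about 28% in these data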;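 note: cells challenged with S1P at its EC80 of 0.8 µM; blue over green emission ratio from cleaved BLA substrate after 4 h stimulation; 0% = S1P-stimulated wells and 100% = unstimulated DMSO-only wells; some compounds past the cut are filed as inactive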
# HMGR II inh: inhibitors of class II HMG-CoA reductase from Enterococcus faecalis | inhibition, % at 10 µM | actives 0.41% (n = 190,000) | purified E. faecalis HMGR, NADPH absorbance 340 nm kinetic;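 active = inhibition above a set limit, the median over all tested compounds plus 3 SD, cut at about 9.5% in these data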;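 note: enzyme runs in reverse so mevalonate oxidation gives rising NADPH absorbance; 0% = complete reaction with DMSO and 100% = background rate lacking mevalonate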
# Hsp70 activator: Hsp70 transcriptional activation, primary screen; HeLa Hsp70 promoter luciferase reporter, luminescence; scaled: vehicle 0, proteasome-inhibitor control 100%; activation, % at 10 µM; actives 0.04% (n = 200,000); AID 1203;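 active = activation above the mean across all tested compounds plus 3 SD, cutoff set per campaign, cut at about 5.5% in these data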;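 note: 100% = MG132 at 30 µM as the positive control and 0% = DMSO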
# RAM inhibit: blocks the yeast RAM network | inhibition, % at 50 µM | actives 1.8% (n = 190,000) | AID 868 | S. cerevisiae dse1pr::URA3 reporter, 5-FOA growth OD615, 2 d; analog-sensitive cbk1-as2 kinase mutant strain;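 active = inhibition above a set limit, 3 SD over mean compound inhibition, cut at about 8.4% in these data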;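 note: 0% = DMSO-only wells with no growth and 100% = 10 µM 1-NA-PP1 full growth; inhibition rescues growth on 5-FOA so higher OD means more RAM inhibition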
# L major viab: reduces viability of Leishmania major promastigotes; actives 9% (n = 200,000); resazurin fluorescence viability; inhibition, % at 10 µM; in the data active = inhibition above about 50%;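 note: promastigotes grown with compound for 44 hours at 28 °C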
# TNAP inh noacc: inhibitors of human TNAP without phosphate acceptor; P05186; purified TNAP, CDP-star luminescence, 30 min; inhibition, % at 20 µM; actives 0.26% (n = 200,000);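 active = tissue-nonspecific alkaline phosphatase inhibition above about 50% at 20 µM in the single-dose screen, limit read from the data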;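 note: 0% = DMSO negative control and 100% = EDTA positive control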
# Target sequence (P05186 whole entry, looked up): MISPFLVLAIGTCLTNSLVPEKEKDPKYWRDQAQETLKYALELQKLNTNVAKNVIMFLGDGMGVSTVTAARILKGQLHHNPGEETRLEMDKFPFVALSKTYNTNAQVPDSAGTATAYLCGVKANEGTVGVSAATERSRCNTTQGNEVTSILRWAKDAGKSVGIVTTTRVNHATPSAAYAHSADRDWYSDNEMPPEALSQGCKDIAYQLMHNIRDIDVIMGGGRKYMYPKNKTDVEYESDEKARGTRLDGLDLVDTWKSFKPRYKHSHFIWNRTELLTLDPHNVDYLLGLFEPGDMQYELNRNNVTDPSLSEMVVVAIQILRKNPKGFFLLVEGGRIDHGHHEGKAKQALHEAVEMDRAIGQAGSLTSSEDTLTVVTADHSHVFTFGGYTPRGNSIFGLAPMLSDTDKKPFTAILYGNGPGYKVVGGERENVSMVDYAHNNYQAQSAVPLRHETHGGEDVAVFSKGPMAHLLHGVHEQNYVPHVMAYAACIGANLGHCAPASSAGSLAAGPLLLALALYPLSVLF
# PMI activator: increases human mannose-6-phosphate isomerase activity; P34949; purified human PMI, coupled resazurin fluorescence, 20 min; hits give high values; 1 = vehicle control, 0 substrate-free wells; activation factor at 20 µM; actives 0.005% (n = 190,000);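 active = activation factor of 2 or more at 20 µM, relative to plate controls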
# Target sequence (P34949 whole entry, looked up): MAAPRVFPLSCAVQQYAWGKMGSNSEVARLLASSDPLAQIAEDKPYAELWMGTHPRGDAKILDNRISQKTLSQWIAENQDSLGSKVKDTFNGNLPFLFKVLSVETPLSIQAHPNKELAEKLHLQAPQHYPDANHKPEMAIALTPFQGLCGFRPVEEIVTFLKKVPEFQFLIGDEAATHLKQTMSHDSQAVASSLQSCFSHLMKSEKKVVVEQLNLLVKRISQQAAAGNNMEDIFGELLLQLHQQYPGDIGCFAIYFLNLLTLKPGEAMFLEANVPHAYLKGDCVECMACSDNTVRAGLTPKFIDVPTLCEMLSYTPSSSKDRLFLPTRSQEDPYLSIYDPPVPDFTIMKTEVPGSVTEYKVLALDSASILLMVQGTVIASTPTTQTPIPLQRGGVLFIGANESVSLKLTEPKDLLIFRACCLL
# TNAP inh hi DEA: inhibitors of human TNAP at high phosphate acceptor concentration; P05186; purified TNAP, CDP-star luminescence, 1 M DEA; inhibition, % at 20 µM; actives 0.03% (n = 200,000);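 active = over 50% inhibition of tissue-nonspecific alkaline phosphatase at 20 µM in the single-dose screen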;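 note: plate controls were DMSO wells for no effect and EDTA-quenched wells as full inhibition for full effect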
# PMI act hi M6P: increases human PMI activity with near-saturating mannose 6-phosphate. P34949. coupled PMI enzyme assay, resazurin fluorescence, 20 min; hits give high values; 1 = untreated enzyme, 0 = substrate-free blank. activation factor at 20 µM. actives 0.34% (n = 190,000). AID 1216;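 active = activation factor of 2 or more at 20 µM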
#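 assay system = human phosphomannose isomerase with PGI, G6PDH, diaphorase coupling enzymes | quantity = 15 ng/mL PMI | incubation = enzyme reaction with compound 20 min at room temperature | medium = HEPES pH 7.4 buffer with MgCl2 and Tween-20 | compound dosing = one concentration, 20 µM, in 1% DMSO | measured by = Diaphorase-driven resazurin-to-resorufin fluorescence, excitation 544, emission 590 nm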
# DTT redox prof: compounds producing H2O2 with reducing agent – biochemical, NIH compound library profiling, artefact control for MLSCN library redox annotation, primary screen | actives 0.03% (n = 200,000) | activation, % at 10 µM | DTT-dependent redox cycling H2O2, phenol red/HRP absorbance; 100% = 100 µM peroxide control, 0% = buffer;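 active = activation of at least 50% relative to the plate's high and low controls in the primary single-dose screen; inactive = activation below 50%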;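 note: compound incubated with DTT at 0.8 mM final as the reducing agent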
# An asterisk follows results filed as active; . = no result given.
no.	SMILES	S1P3 antag	HMGR II inh	Hsp70 activator	RAM inhibit	L major viab
1	COc1ccc(OCC(=O)N/N=C/c2ccc(OC)c(OC)c2C(=O)O)cc1	0.6	-3.8	-0.4	-1.1	-5.9
2	CCc1ccccc1NC(=O)COC(=O)C1CC(=O)N(c2ccc(F)cc2)C1 (stereo unspecified)	-17.6	-2.0	-0.5	-0.3	-0.1
3	CCOc1ncccc1C(=O)N(C)CC(=O)Nc1ccc(C)cc1	4.9	-3.1	-0.2	0.5	-8.0
4	O=c1[nH][nH]cc1C=Nc1ccc(Cl)cc1Cl	-19.8	-10.0	-0.1	5.7	-1.2
5	CCC(CC)C(=O)Nc1nnc(SCC(=O)N2CCN(c3ccccc3OC)CC2)s1	5.7	1.8	-0.3	-1.0	9.5
6	CC(=O)Nc1ccc(NC(=O)c2ccc(C3SCC(=O)N3CCc3ccccc3)cc2)cc1 (stereo unspecified)	-7.9	3.2	-0.4	7.7	45.3
7	O=C(COC(=O)CNC(=O)c1ccccc1)Nc1ccc(S(=O)(=O)N2CCOCC2)cc1	-9.8	-2.7	-0.1	-0.4	-7.7
8	COCCOC(=O)C1=C(C)OC(N)=C(C#N)C1c1ccco1 (stereo unspecified)	.	-3.2	-0.3	1.7	-9.6
9	Cc1cc(=O)oc2c(C(=O)/C=C/c3ccccc3)c(O)ccc12	.	0.1	0.0	1.0	51.7*
10	Cc1ccccc1Nc1nc(N)nc(COC(=O)CCS(=O)(=O)c2ccccc2)n1	-6.4	-1.4	-0.3	0.0	21.4
11	CCOc1ccccc1NC(=O)CCN1CCN(S(=O)(=O)c2ccc(OC)cc2)CC1	2.7	-4.1	-0.1	-1.0	-4.0
12	Cc1ccc2c(c1)nnn2C1CCN(S(=O)(=O)c2ccc(C(=O)N3C(C)CCCC3C)cc2)CC1 (stereo unspecified)	4.8	-3.5	0.4	5.4	-12.2

no.	TNAP inh noacc	PMI activator	TNAP inh hi DEA	PMI act hi M6P	DTT redox prof
1	-11.3	1	-5.6	1.1	0.2
2	4.3	0.9	-2.9	0.9	0.0
3	-0.8	0.9	0.0	0.9	-0.2
4	-19.4	1.1	-5.7	0.9	-2.3
5	-13.3	1.1	-4.8	1	0.8
6	-14.3	1	-2.5	0.9	0.5
7	-1.5	1	-1.3	0.9	-0.1
8	-2.7	1.1	21.1	1.1	0.4
9	-7.4	1	-6.1	1	0.3
10	0.2	1.1	-8.1	1	0.5
11	-4.7	0.9	-6.1	1	-0.3
12	-9.7	0.8	-3.1	0.5	1.3

# Single entries from above:
# Value of cpd 12 under DTT redox prof: 1.3
# Value of cpd 6 under RAM inhibit: 7.7

# Limited to HMGR II inh, for some of the entries so far:
No. | structure | HMGR II inh
11 | CCOc1ccccc1NC(=O)CCN1CCN(S(=O)(=O)c2ccc(OC)cc2)CC1 | -4.1
12 | Cc1ccc2c(c1)nnn2C1CCN(S(=O)(=O)c2ccc(C(=O)N3C(C)CCCC3C)cc2)CC1 (stereo unspecified) | -3.5

# Next compounds:
no.	SMILES	S1P3 antag	HMGR II inh	Hsp70 activator	RAM inhibit	L major viab
13	C=CCn1c(=O)c(C(=O)NCCc2ccccc2)c(O)c2ccccc21	-56.3	2.4	-0.4	10.1*	-10.0
14	COC(=O)c1ccc(C(=O)OCCCc2nc3ccc(N)cc3[nH]2)cc1	.	-6.6	0.1	-0.2	1.2
15	O=C1CCN=C(Nc2ccc(F)cc2)N1Cc1ccccc1	.	-2.1	0.0	0.9	72.1*
16	CN1CCN(S(=O)(=O)c2ccc(NC(=O)c3cccs3)cc2)CC1	14.6	4.7	0.1	0.5	-5.2
17	Cc1ccc2nc(SC(C)C(=O)N3CC(C)OC(C)C3)[nH]c2c1 (stereo unspecified)	-18.3	-5.4	-0.1	1.4	2.2
18	COc1ccc(NC(=O)CSc2nc3[nH]ncc3c(=O)n2-c2ccccc2OC)cc1OC	-2.7	3.2	-0.4	0.9	-4.8
19	O=C(O)CSc1ncnc2c1oc1ccccc12	.	2.0	0.1	2.1	-8.1
20	NC(=O)COC(=O)CCSc1ccc(Cl)cc1	-6.3	-7.0	0.6	0.2	-5.8
21	CCc1[nH]nc2c1C1(CCN(C(=O)c3ccccc3)CC1)C(C#N)=C(N)O2	-17.8	7.2	0.3	0.1	-4.8
22	COc1ccc(S(=O)(=O)NC(CC(=O)NCc2ccco2)c2ccco2)cc1 (stereo unspecified)	1.6	-8.9	-0.1	0.6	1.1
23	O=C1CCc2ccc(NC(=O)C3CC3)cc2N1	-5.2	-1.6	0.0	-0.2	3.0
24	CNC(=O)c1ccsc1NC(=O)c1ccc2c(c1)CCCC2	1.5	-5.3	0.0	2.2	21.2

no.	TNAP inh noacc	PMI activator	TNAP inh hi DEA	PMI act hi M6P	DTT redox prof
13	-4.8	1	1.4	1.1	0.2
14	2.6	0.8	3.1	0.5	0.5
15	-22.6	1	-3.9	1.3	0.3
16	-9.6	1	-0.1	1	1.4
17	-20.6	1	-4.6	0.9	-1.7
18	-9.7	0.9	3.7	0.7	-0.5
19	-1.7	0.9	-1.2	0.9	-7.8
20	-11.1	0.9	-4.6	0.9	-1.1
21	-5.2	0.8	-2.2	0.8	-1.0
22	-7.3	0.9	-1.5	0.9	2.6
23	-13.2	1.1	-5.6	1.1	-0.4
24	-12.0	0.9	-5.1	0.9	0.6

# The listing continues.
no.	SMILES	S1P3 antag	HMGR II inh	Hsp70 activator	RAM inhibit	L major viab
25	COc1cccc(NC(=O)CC2C(=O)NC3CCCCC3N2C(=O)c2ccc(F)cc2)c1 (stereo unspecified)	.	-10.2	0.5	-0.7	-0.8
26	O=C(c1ccc([N+](=O)[O-])cc1)N1CCSC1c1ccccc1 (stereo unspecified)	-1.3	-4.9	-0.3	1.9	4.5
27	O=C(c1ccc(Cn2c(=S)[nH]c3ccc(Br)cc3c2=O)cc1)N1CCN(C2CCCCC2)CC1	-10.9	-10.2	0.1	1.3	26.7
28	Cc1nn2c(N3CCCC3)cc(C(C)C)nc2c1-c1ccccc1	-6.1	-7.3	-0.4	-0.4	86.7*
29	CC1CN(c2cc(=O)n(-c3ccccc3)c(=O)[nH]2)CC(C)O1 (stereo unspecified)	18.4	1.2	-0.3	0.0	-6.2
30	COCCNC(=O)NC12CC3(C)CC(C)(CC(C)(C3)C1)C2	-8.2	0.9	-0.3	-0.9	11.5
31	C=CCNc1nc(NCCN2CCOCC2)nc(N2CCOCC2)n1	-28.4	0.9	-0.3	1.4	-2.9
32	CN(C)c1ccc(C2CC(c3cccc(NS(C)(=O)=O)c3)=NN2C(=O)c2ccccc2)cc1 (stereo unspecified)	-10.7	1.1	-0.1	-1.0	59.8*
33	COC(=O)CSc1nc2cc(C)cc(C)c2cc1C#N	-28.8	-5.6	-0.1	-0.7	3.6
34	O=C(CNC(=O)c1ccccc1F)NC1CC1	-28.1	3.5	-0.1	0.5	-4.8
35	Nc1nc(-c2cccnc2)nn1S(=O)(=O)c1ccccc1	6.5	0.6	0.0	2.1	-1.5
36	CCc1ccc(-c2cc(C(=O)N/N=C/c3ccccn3)[nH]n2)cc1	-2.8	0.2	0.2	5.2	74.0*

no.	TNAP inh noacc	PMI activator	TNAP inh hi DEA	PMI act hi M6P	DTT redox prof
25	-2.9	1.1	0.0	1.1	-0.5
26	7.4	1	8.8	1.1	0.1
27	-4.7	1.1	0.8	1.1	-0.1
28	-11.4	0.9	-4.6	0.8	-1.0
29	-11.5	1	-3.1	1	0.1
30	-4.7	1	1.4	1	-1.1
31	-12.9	1	-5.9	1	0.1
32	-2.1	1	0.4	0.9	-0.9
33	-14.7	1	-2.3	1	-0.3
34	-6.4	1	4.5	1.1	0.1
35	.	.	.	.	1.9
36	-133.4	1	0.5	1	0.3

# Structures from the list above containing a Cl atom, in the order listed:
no.	SMILES	S1P3 antag	HMGR II inh	Hsp70 activator	RAM inhibit	L major viab
4	O=c1[nH][nH]cc1C=Nc1ccc(Cl)cc1Cl	-19.8	-10.0	-0.1	5.7	-1.2
20	NC(=O)COC(=O)CCSc1ccc(Cl)cc1	-6.3	-7.0	0.6	0.2	-5.8

no.	TNAP inh noacc	PMI activator	TNAP inh hi DEA	PMI act hi M6P	DTT redox prof
4	-19.4	1.1	-5.7	0.9	-2.3
20	-11.1	0.9	-4.6	0.9	-1.1

# Next structures follow.
no.	SMILES	S1P3 antag	HMGR II inh	Hsp70 activator	RAM inhibit	L major viab
37	CSc1ccc(-c2nc(CN3CCCCC3c3cccnc3)c(C)o2)cc1 (stereo unspecified)	3.5	-0.4	0.1	0.0	50.8*
38	CCOCc1cn(CC(=O)c2ccc([N+](=O)[O-])cc2)c(C)nc1=N	.	-2.3	0.0	0.0	-2.0
39	Cn1c(-c2sccc2OCc2ccccc2)n[nH]c1=S	.	1.3	-0.3	0.5	4.3
40	COc1ccc(CCc2nc(-c3ccc(-n4cccc4)cc3)no2)cc1	3.5	0.7	0.1	6.2	-4.2
41	COc1cc(C)nc(N2CCCC(C(=O)Nc3cccc(Cl)c3C)C2)n1 (stereo unspecified)	.	-1.0	-0.1	-0.1	-4.9
42	CCOc1ccc(C2CC(c3ccccc3C)n3nc(N)nc3N2)cc1 (stereo unspecified)	-4.7	-3.3	-0.2	0.8	-2.8
43	CN1CCN(c2ccc(NC(=O)c3ccc4c(c3)OCCO4)cc2)CC1	-32.1	-4.2	1.1	2.4	3.6
44	CCOc1ccc2nnc(-c3ccc(Br)cc3)n2n1	.	-1.2	-0.3	3.1	-0.6
45	COc1cc(OC)cc(C(=O)N2CCC(C(=O)Nc3ccc4c(c3)OCCO4)CC2)c1	2.8	-6.4	-0.3	3.6	2.7
46	CCCN(Cc1cc2cccc(C)c2[nH]c1=O)C(=O)c1cccc(OC)c1	17.1	.	-0.1	.	17.7
47	N#Cc1ccc(NC(=O)CCc2nc3ccccc3s2)cc1	-0.7	0.9	-0.2	1.8	-5.5
48	CC(Sc1nc(-c2ccc(F)cc2)cs1)C(=O)Nc1ccc(Cl)cn1 (stereo unspecified)	-0.6	-6.0	-0.2	10.2*	61.1*
49	Cc1cc(C)c2c(=O)n(CC(=O)NCCCN3CCN(c4ccccc4F)CC3)sc2n1	-31.7	-2.1	-0.1	2.0	7.0
50	O=C(CCc1nc(-c2cccs2)no1)NCc1ccc(F)cc1Cl	.	0.2	-0.4	1.9	-8.0

no.	TNAP inh noacc	PMI activator	TNAP inh hi DEA	PMI act hi M6P	DTT redox prof
37	-7.0	0.9	-5.0	1	-0.8
38	-4.9	1.1	0.3	1.2	-1.2
39	-3.8	1	-2.9	1	-5.5
40	1.9	1.1	-8.3	1.1	-0.3
41	-9.4	1	-0.5	1.1	0.0
42	-14.9	0.9	-8.8	1	-0.4
43	-3.5	1	-7.6	1	0.5
44	-7.4	1.1	-2.4	1.1	1.7
45	-10.5	1.1	-4.2	1.1	-0.4
46	.	.	.	.	0.1
47	-5.6	0.8	0.6	0.9	-0.2
48	-6.9	0.8	1.6	0.9	-0.4
49	-13.4	1.1	-1.5	1.5	-2.5
50	-16.7	1	-7.4	1.1	-2.1
